# From PubChem
# PPARg SRC-3 ag = promotes SRC-3 coactivator recruitment by human PPARgamma. biochemical PPARgamma/SRC-3 coactivator recruitment assay. activation, % at 8 µM. 0.26% of 200,000 active. AID 731; in the data active = activation above about 23%;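 also: 0% = DMSO and 100% = reference agonist; some compounds past the cut are filed as inactive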
# Target sequence (P37231 whole entry, looked up): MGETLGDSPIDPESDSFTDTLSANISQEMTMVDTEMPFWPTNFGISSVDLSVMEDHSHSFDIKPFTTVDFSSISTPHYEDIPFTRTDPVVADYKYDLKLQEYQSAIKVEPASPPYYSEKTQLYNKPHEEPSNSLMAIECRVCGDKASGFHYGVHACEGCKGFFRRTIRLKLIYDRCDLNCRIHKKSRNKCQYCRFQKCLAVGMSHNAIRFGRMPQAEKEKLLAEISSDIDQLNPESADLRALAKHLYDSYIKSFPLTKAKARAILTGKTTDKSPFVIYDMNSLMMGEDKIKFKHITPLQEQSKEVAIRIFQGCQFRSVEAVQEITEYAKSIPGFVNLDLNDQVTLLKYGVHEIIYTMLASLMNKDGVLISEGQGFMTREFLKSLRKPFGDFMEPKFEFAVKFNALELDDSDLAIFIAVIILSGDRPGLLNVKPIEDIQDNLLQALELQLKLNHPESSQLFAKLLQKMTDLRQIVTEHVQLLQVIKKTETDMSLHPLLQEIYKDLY
# TNAP act hiacc = TNAP (human) activation, high acceptor | AID 1136 | activation factor at 20 µM | P05186 | 200,000 tested, under 10 active | purified TNAP, CDP-star luminescence, 1 M DEA, 30 min; stronger effect = higher value; 0 = EDTA background, 1 = DMSO-only activity;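 active = activation factor at least 2 at 20 µM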
# Target sequence (P05186 whole entry, looked up): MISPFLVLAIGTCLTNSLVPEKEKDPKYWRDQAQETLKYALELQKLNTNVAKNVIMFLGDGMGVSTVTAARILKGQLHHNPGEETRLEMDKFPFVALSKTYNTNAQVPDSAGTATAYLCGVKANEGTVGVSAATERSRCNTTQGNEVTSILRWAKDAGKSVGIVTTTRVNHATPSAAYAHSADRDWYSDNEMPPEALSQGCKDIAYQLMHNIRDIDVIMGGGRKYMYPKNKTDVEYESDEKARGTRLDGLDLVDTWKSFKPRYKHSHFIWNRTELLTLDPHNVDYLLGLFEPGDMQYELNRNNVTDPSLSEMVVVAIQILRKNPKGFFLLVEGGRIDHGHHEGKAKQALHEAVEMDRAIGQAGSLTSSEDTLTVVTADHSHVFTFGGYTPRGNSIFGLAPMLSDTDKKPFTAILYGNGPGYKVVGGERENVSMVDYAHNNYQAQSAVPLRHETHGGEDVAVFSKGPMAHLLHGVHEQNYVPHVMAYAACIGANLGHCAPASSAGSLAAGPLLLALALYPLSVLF
#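 system = human TNAP | amount = enzyme diluted 1/800 final | reagent = 100 µM CDP-star substrate | signal = luminescent substrate turnover signal | dosing = one dose, 20 µM | benchmarks = EDTA negative control, DMSO positive control | measure = activation factor | timing = 30 min reaction, room temperature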
# HMGR II inh = blocks class II HMG-CoA reductase of Enterococcus faecalis | purified E. faecalis HMGR, NADPH absorbance 340 nm kinetic | inhibition, % at 10 µM | 0.41% of 190,000 active | AID 1066;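 active = inhibition above a set limit, the median over all tested compounds plus 3 SD, cut at about 9.5% in these data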;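 also: enzyme runs in reverse so mevalonate oxidation gives rising NADPH absorbance; 0% = complete reaction with DMSO and 100% = background rate lacking mevalonate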
# SRC2 TRFRET art = flags TR-FRET format artefacts in PPARgamma SRC-2 recruitment agonist screen. TR-FRET artefact counter-screen; stronger effect = higher value. TR-FRET ratio at 8 µM. 0.4% of 200,000 active. AID 1049; in the data active = TR-FRET ratio above about 2000; also: inactives centre near 1500
# bIAP activator = increases bovine intestinal alkaline phosphatase activity; purified bovine IAP, CDP-star luminescence, 30 min; stronger effect = higher value; fold of DMSO-control signal, blank-subtracted; AID 1016; 0.17% of 200,000 active; activation factor at 20 µM;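 active = activation factor of 2 or more at 20 µM, a signal rise over negative controls twice the positive control's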
# bIAP inhibitor = blocks bovine intestinal alkaline phosphatase activity | 190,000 tested, under 10 active | purified bovine IAP, CDP-star luminescence, 30 min | AID 1019 | inhibition, % at 20 µM;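 active = over 50% inhibition of intestinal alkaline phosphatase at 20 µM in the single-dose screen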
#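 System: purified bovine intestinal alkaline phosphatase (IAP) enzyme; Input: IAP diluted 1/65,000,000 in the well; Measured by: CDP-star luminescence signal; Compound dosing: 20 µM single dose; Incubation: 30 min reaction at room temperature.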
# PPARg SRC1 recr = promotes SRC-1 coactivator recruitment by human PPARgamma; P37231; PPARgamma-SRC-1 coactivator recruitment biochemical assay; activation, % at 8 µM; 0.41% of 200,000 active; AID 631; in the data active = activation above about 19%;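 also: 0% = DMSO and 100% = reference agonist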
# PPARg SRC2 recr = PPARgamma-driven SRC-2 recruitment agonism; activation, % at 8 µM; 0.34% of 200,000 active; AID 1032; P37231; PPARgamma LBD-SRC-2 recruitment, biochemical; in the data active = activation above about 22%;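 also: 0% = vehicle and 100% = reference agonist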
# TNAP inh hiacc = inhibitors of human TNAP at high phosphate acceptor concentration | purified TNAP, CDP-star luminescence, 1 M DEA | inhibition, % at 20 µM | 0.03% of 200,000 active;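 active = over 50% inhibition of tissue-nonspecific alkaline phosphatase at 20 µM in the single-dose screen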;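 also: plate controls were DMSO wells for no effect and EDTA-quenched wells as full inhibition for full effect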
# TNAP inh no acc = blocks human TNAP activity with no phosphate acceptor present; 0.26% of 200,000 active; purified TNAP, CDP-star luminescence, 30 min; AID 1012; inhibition, % at 20 µM;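 active = tissue-nonspecific alkaline phosphatase inhibition above about 50% at 20 µM in the single-dose screen, limit read from the data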;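 also: 0% = DMSO negative control and 100% = EDTA positive control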
# The depositor's hits bear a star; x = no result given.
SMILES,PPARg SRC-3 ag,TNAP act hiacc,HMGR II inh,SRC2 TRFRET art,bIAP activator,bIAP inhibitor,PPARg SRC1 recr,PPARg SRC2 recr,TNAP inh hiacc,TNAP inh no acc
Cc1nc(SCC(=O)Nc2ccc(C)c(F)c2)c2oc3ccccc3c2n1,-1,1,2,1564,0.9,8,7,-4,-3,-9
O=C(CCN1C(=O)c2ccccc2C1=O)NNC(=O)c1ccc(Cl)cc1Cl,2,1,-5,1736,1,3,2,-1,-4,-7
CN(C)S(=O)(=O)c1ccc(C(=O)NCCSc2ccccc2)cc1,9,1.1,-1,1462,0.9,10,0,7,-5,-4
CCOC(=O)c1ccc(NC(=O)COC(=O)Cc2csc(-c3ccccc3)n2)cc1,-1,1,-3,1460,0.9,11,-2,-3,-2,-8
CCOC(=O)c1sc2ncnc(N3CCN(C(=O)OCC)CC3)c2c1C,1,1,-14,1618,1,0,-4,3,-1,1
CC(C)C(C(=O)Nc1ccc2c(c1)OCO2)N1C(=O)c2ccccc2C1=O (centres undefined),1,1.1,-2,1686,0.9,13,6,12,-6,-5
O=C1N/C(=C\c2ccc(N3CCOCC3)c(F)c2)C(=O)N1Cc1ccccc1,12,1.1,-2,1535,1,-1,7,2,-8,-15
Cc1ccccc1OCC(=O)N1CCCc2ccccc21,3,1,-9,1599,1,2,-5,-1,-2,-12
Cc1ccccc1-c1n[nH]c(=S)n1Cc1ccccc1,0,1,1,1525,1.2,-16,5,6,5,-1
Cc1nc2ccccc2c(=O)n1/N=C/c1c(O)ccc2oc3c(c12)CCCC3,15,1,3,1471,1,1,8,0,4,0
C=CCNC(=O)COC(=O)CNC(=O)c1cc(Cl)cc([N+](=O)[O-])c1,2,1,-5,1380,0.9,8,-3,1,-4,7
O=C(CSc1nnnn1C1CCCC1)Nc1ccc2c(c1)OCCO2,8,1,1,1563,0.8,16,9,-1,-5,-12
COc1ccc(C(=O)c2coc(-c3ccccc3C(=O)O)c2C(=O)O)cc1,-2,1,2,1576,1,-4,1,0,-2,-6
Cc1ncc([N+](=O)[O-])n1CCOC(=O)NC(NCc1cccnc1)C(Cl)(Cl)Cl (centres undefined),-2,1,0,1379,0.5,48,-4,-7,1,-19
O/N=C1\CC(O)Cc2nonc21 (centres undefined),-8,1.1,-4,1538,1,3,2,6,-9,-9
O=C(NCC(c1cccnc1)N1CCN(c2ccc(F)cc2)CC1)C1CCCCC1 (centres undefined),-1,1.1,-3,1498,1,-4,-2,-5,-6,-9
CC(NC(=O)c1ccc(Cl)cc1)C(=O)NC1=NCCS1 (centres undefined),0,1,0,1702,1,3,12,7,-1,-6
CN1C(=O)c2ccccc2C(C(=O)NCC2CCCO2)C1c1c[nH]c2ccccc12 (centres undefined),4,1,-3,1512,1,2,3,6,-4,-10
CN(C)CCN(C(=O)CCc1ccccc1)c1nc2c(F)cc(F)cc2s1,-3,1,-2,1497,0.8,21,0,-3,-1,-10
Cc1ccc(Nc2nc3ccccc3c(=O)s2)cc1,1,1.1,-5,1633,1,1,-9,3,-6,-9
COc1ccccc1NS(=O)(=O)c1ccc(O)c(C(=O)OCC(=O)c2ccc(Cl)cc2Cl)c1,9,1.1,-8,1501,1,-3,2,6,-5,-7
CCOC(=O)c1nn(-c2ccccc2C)c(=O)c(C#N)c1C,1,1,-4,1680,0.9,5,4,10,1,-7
CCOC(=O)c1c(NC(=O)CCC(=O)O)sc2c1CC(C)(C)OC2,-2,1.1,-2,1662,1,0,4,-2,-5,-7
CN/S(=N/S(=O)(=O)c1ccccc1)c1ccc(C)cc1 (centres undefined),-4,1,-5,1545,1,2,0,7,-2,-15
CCC(CC)NC(=O)C1CCN(S(=O)(=O)c2cccs2)CC1,19,0.9,-2,1564,1,-3,6,13,8,8
# (continued)
SMILES,PPARg SRC-3 ag,TNAP act hiacc,HMGR II inh,SRC2 TRFRET art,bIAP activator,bIAP inhibitor,PPARg SRC1 recr,PPARg SRC2 recr,TNAP inh hiacc,TNAP inh no acc
CCCNS(=O)(=O)c1ccc(CCC(=O)N2CCN(CC)CC2)cc1,-5,1,-8,1450,0.9,12,-4,-8,-4,-16
O=C(CNC(=O)c1cc2c(s1)CCC2)Nc1ccccc1Br,-2,1,-2,1477,0.9,9,5,7,-3,-19
O=C(NC1CC1)c1ccc(CS(=O)(=O)c2c(Cl)cccc2Cl)o1,10,1,6,1763,0.9,10,7,4,-1,-10
Cc1nn(Cc2ccccc2)c(C)c1NC(=O)CSc1nc2sc3c(c2c(=O)n1C)CCC3,4,x,x,1617,x,x,4,5,x,x
O=C(Nc1ccc(Cl)cc1)N1CCSc2ccccc21,2,1.1,-3,1427,1,3,-4,2,-7,-4
CCC(c1nnnn1CCc1ccccc1)N1CCN(C(=O)c2ccco2)CC1 (centres undefined),-2,1.1,-6,1365,1,4,-3,-3,-6,-14
OC(COCc1ccc2c(c1)OCO2)CN1CCCCC1 (centres undefined),-2,1,4,1613,0.9,10,7,6,-2,-9
O=[N+]([O-])c1ccc(NCCCO)c(S(=O)(=O)N2CCOCC2)c1,6,1,-9,1590,0.9,12,9,5,-1,-3
O=C(NCC(=O)N1CC(O)CC1C(=O)N1CC(O)CC1C(=O)OCc1ccccc1)OCc1ccccc1 (centres undefined),2,1,8,1451,1,-2,3,0,0,-6
O=C(COC(=O)/C=C/c1ccccc1[N+](=O)[O-])NCC(F)(F)F,7,1,-7,1425,1.1,-9,3,13,2,-4
COc1ccc(CNC(=O)C2CSCCS2)cc1 (centres undefined),-7,1,-6,1574,1,0,1,1,-4,-8
CC(=O)Nc1ccc(NC(=O)CN(c2cc(Cl)ccc2Cl)S(C)(=O)=O)cc1,-5,1,0,1390,1.1,-6,4,-5,-2,-6
Cc1ccnc(NC(=O)c2cc(-n3cnnc3)ccc2Cl)c1,6,1,-4,1627,0.9,9,-2,7,0,-8
CCOC(=O)C1CCCN(c2c(N3CCN(c4cccc(Cl)c4)CC3)c(=O)c2=O)C1 (centres undefined),4,1,0,1432,1,4,-11,-7,-2,-4
CCOC(=O)c1cnc2cc(-c3ccc(C(C)(C)C)cc3)nn2c1N,-16,1,2,1594,1.1,-8,-3,4,-5,-17
Cc1cc(N2CCCC2)nc2ccc(NC(=S)NC(C)C)cc12,1,1,-4,1540,1,-1,11,-5,4,3
CCOC(=O)c1c(C)[nH]c(C2=NNC(=NC3CC3)SC2)c1C,4,1,2,1779,1.3,-26,2,6,2,3
CC(C)(C)c1ccc(/C=C/C(=O)N2CCCCC2)cc1,-3,1.1,0,1510,0.9,8,5,-8,-6,-16
CCCCc1nnc(NC(=O)CS(=O)(=O)Cc2ccccc2)s1,1,1,-5,1453,1,3,2,7,1,-7
Cc1c(C(=O)Nc2ccccn2)oc2ccccc12,2,1,-2,1730,0.8,16,3,5,-1,-5
COc1ccc(NC(=O)c2nnn(Cc3ccc(SC)cc3)c2N)c(OC)c1,4,1,-3,1527,0.9,11,6,-2,0,-13
Cc1ccccc1S(=O)(=O)c1c(C)cc(C)n(C(C)C)c1=O,-6,1,5,1397,1,-1,-6,4,-4,-6
Cc1cccc(-c2cc(N)n(-c3ccccc3)n2)c1,-2,1,-2,1450,1,4,0,-12,-2,-6
O=C(CSc1nc2ccccc2c(=O)n1-c1ccccc1)N1CCC1,0,1.1,-4,1521,1.1,-8,-5,-1,-6,0
Cc1ccc(CNC(=O)COC(=O)[C@@H]2CC(O)CN2S(=O)(=O)c2ccc3c(c2)OCCO3)cc1 (some centres undefined),0,1.1,-7,1492,1,0,4,-1,-6,-10
# Later entries.
SMILES,PPARg SRC-3 ag,TNAP act hiacc,HMGR II inh,SRC2 TRFRET art,bIAP activator,bIAP inhibitor,PPARg SRC1 recr,PPARg SRC2 recr,TNAP inh hiacc,TNAP inh no acc
CC1(C)CC(=O)C(C(=S)Nc2ccccc2)=C(NCCN2CCOCC2)C1,0,1,4,1509,0.9,9,2,-4,-1,2
COC(=O)c1[nH]c2cccc(OC)c2c1NC(=O)CCN1CCC(C)CC1,11,1,0,1551,1.1,-6,3,4,-2,-7
CCOc1ccccc1N1CCN(C(=O)c2cc[n+]([O-])cc2)CC1,-2,1,3,1561,0.9,6,4,-5,-3,-11
CCOc1ccc(NC(=O)c2ccc(F)c(S(=O)(=O)N3CCN(c4ccccn4)CC3)c2)cc1,4,1,-11,1559,0.9,8,3,6,-3,-7
Cc1ccccc1S(=O)(=O)Nc1ncc(C(F)(F)F)cc1Cl,1,1,0,1523,0.9,10,1,3,-5,-8
C=CCOc1ccc(CNC(C)(C)C)cc1OC,10,1,6,1781,0.9,7,2,5,-3,-10
O=c1c2cc(NC(=S)NCCN3CCCCCC3)ccc2nc2n1CCCCC2,0,1,1,1417,1,1,2,2,1,3
COCCN(C(=O)CSc1nnc(C)n1-c1ccccc1)c1c(N)n(Cc2ccccc2)c(=O)[nH]c1=O,2,1.1,1,1560,0.9,10,1,-1,-7,-7
CCSc1nnc2c(n1)[nH]c1c(C)cccc12,4,1.1,-1,1568,0.9,14,-6,-1,-8,-15
CCCCCOC(=O)C1C2C=CC3(CN(c4ccccc4C)C(=O)C13)O2 (centres undefined),5,1,-1,1746,0.9,6,12,10,-2,-10
N#Cc1ccccc1NC(=O)CNc1ccccc1N1CCCCC1,0,1.1,0,1552,0.9,12,0,4,-9,-10
CC(=O)c1cccc(NC(=O)N2CCCC2C(=O)NCc2ccc(F)cc2)c1 (centres undefined),0,1.1,0,1459,1,5,-3,-3,-7,-12
CC1=C(C(=O)OCC2CCCO2)C(c2ccsc2)C2=C(CC(C)(C)CC2=O)N1 (centres undefined),-1,1,-1,1479,1.1,-12,-1,-8,-4,-20
CCOC(=O)CNC(=O)CSc1nnc(-c2ccccc2OC)n1CC,7,1,-4,1373,1.1,-11,4,6,-4,-6
CN(C)c1ccc(N=Cc2nc(-c3ccccc3)oc2O)cc1,5,0.9,-6,1623,0.9,10,18,6,12,-2
COC(=O)c1sccc1NC(=S)N1CCC(C)CC1,-13,1,3,1596,0.7,28,1,3,-1,-3
CC(C)Oc1ccc(N2CC(C(=O)Nc3ccccn3)CC2=O)cc1 (centres undefined),1,1,5,1447,1,4,0,1,-4,-8
O=C(COC(=O)c1ccccc1OCc1ccccc1Cl)NC1CC1,-4,1.1,3,1608,0.9,10,1,6,-8,-10
